# Growth percent in the NCI-60 one-dose screen (48 h, 10 µM unless noted): 100 = growth as untreated, 0 = no growth, -100 = all killed.
# MALME-3M: MALME-3M melanoma | AID 1794766 | hit rate 5.8% among 78,000
# LOX IMVI: LOX IMVI melanoma | hit rate 7.4% among 79,000 | AID 1794757
# UACC-257: UACC-257 melanoma. hit rate 4.4% among 78,000. AID 1794764
# HS 578T: HS 578T breast cancer; hit rate 4.1% among 78,000; AID 1794788
# BT-549: BT-549 breast cancer; hit rate 4.4% among 78,000
# SK-MEL-2: SK-MEL-2 melanoma; hit rate 4.7% among 77,000; AID 1794763
# T-47D: T-47D breast cancer; hit rate 5% among 79,000; AID 1794792
# UACC-62: UACC-62 melanoma; hit rate 5.4% among 81,000; AID 1794756
# Numbers without * were called inactive; . = not tested or not shown; & = joins results of further samples; [ ] = another dose, or the depositor's remark. The calls were made as follows: active = growth percent below 10; inactive = the rest.
# The first 2 records, to show the layout:
SMILES,MALME-3M,LOX IMVI,UACC-257,HS 578T,BT-549,SK-MEL-2,T-47D,UACC-62
CC(=O)OCC1O[C@@H](Oc2ccc3c(C)cc(=O)oc3c2)C(OC(C)=O)[C@@H](OC(C)=O)[C@H]1OC(C)=O (some centres not stated),113,99,113,102,110,105,104,100
COc1cccc2c1OC1(CCN(Cc3ccccc3)CC1)N1N=C(c3ccc(F)cc3)CC21 (configuration not stated),85,97,98,91,99,105,89,93

# Main list, from the first entry:
SMILES,MALME-3M,LOX IMVI,UACC-257,HS 578T,BT-549,SK-MEL-2,T-47D,UACC-62
CC(=O)OCC1O[C@@H](Oc2ccc3c(C)cc(=O)oc3c2)C(OC(C)=O)[C@@H](OC(C)=O)[C@H]1OC(C)=O (some centres not stated),113,99,113,102,110,105,104,100
COc1cccc2c1OC1(CCN(Cc3ccccc3)CC1)N1N=C(c3ccc(F)cc3)CC21 (configuration not stated),85,97,98,91,99,105,89,93
C=C1C(=O)O[C@@H]2C3C(=C(C)CC[C@@H]12)CC1O[C@]13C (some centres not stated),78[6.75 µM],52[6.75 µM],70[6.75 µM],90[6.75 µM],76[6.75 µM],90[6.75 µM],57[6.75 µM],75[6.75 µM]
COc1ccc(C2=NN(C(=O)COc3ccc(Cl)cc3)C(O)(c3cc(F)c(Cl)cc3Cl)C2)cc1 (configuration not stated),86,84,99,102,115,99,95,111
CC(C)(C)n1cc(-c2ccnc(NCCNS(=O)(=O)c3cccc(F)c3)c2)c(-c2cccc(O)c2)n1,81,89,93,94,82,97,48,79
CC(C(=O)O)=C(c1ccccc1)c1ccccc1,79,97,101,104,97,109,101,.
O=C(N/N=C/c1ccc(O)c(O)c1)c1ccccc1,91,87,.,114,81,95,90,95
C#CCNC(=O)CC[C@]1(C)[C@H]2CC[C@@H]3[C@@H]([C@@](C)(O)CCC=C(C)C)CC[C@@]3(C)[C@]2(C)CC[C@H]1C(=C)C,-74*[100 µM],-68*[100 µM],61[100 µM],36[100 µM],42[100 µM],49[100 µM],37[100 µM],34[100 µM]
Cc1nc2[nH]c(=S)[nH]c(=O)c2nc1C,115,98,109,117,103,85,106,129
Cc1ccc(N=c2nc3sc4c(C)ccc(C)c4n3c(N)c2C#N)cc1,125,99,.,104,97,.,91,78
Cc1[nH]c(C(=O)NN)c(C)c1C(=O)NN,124,119,110,96,101,118,124,102
COc1ccc2c(c1OC)C(=O)OC2C1c2c(c(COC(=O)C(C)NC(=O)OC(C)(C)C)c3c(c2OC)OCO3)CCN1C (configuration not stated),102,94,100,102,106,111,94,85
C=C(NC(=O)[C@H](C(C)C)N(C)c1cc(Br)cc2[nH]ccc12)C(=O)OC,92,84,79,94,80,90,69,78
CNc1oc(Cc2ccccc2Cc2nc(C#N)c(NC)o2)nc1C#N,96,100,111,96,120,113,105,92
COc1ccc(OC)c(/C=C2\N=C(c3ccccc3)N(c3ccc(S(N)(=O)=O)cc3)C2=O)c1,96,89,98,81,.,100,75,73
O=C1CCC23OC(C(O)c4ccccc4N12)C1C(c2ccccc2)=NOC13 (configuration not stated),94,90,116,110,100,109,95,98
O=C1Nc2ccccc2[C@@H]2C[C@H](O)CCN12,99,102,.,121,111,108,93,.
O=C(/C=C/c1cc2ccccc2[nH]1)CC(=O)/C=C/c1cc2ccccc2[nH]1,88,.,116,98,90,.,85,97
O=C(O)/C=C/C(=O)Nc1cccc2c1Cc1ccccc1-2,84,95,92,84,.,93,.,.
O=c1c2c(cc3c(O)[nH]c(=S)n13)-c1cc(F)ccc1N=2,102,85,93,92,119,104,104,94
CCc1ccccc1-n1c(N)c(C#N)c(-c2ccc(OC)cc2)c(C#N)c1=O,114,98,114,102,111,115,94,88
C(=Nc1ccccc1)c1ccccc1,94,96,96,110,70,112,.,109
COc1cc(C)cc(C#N)c1O,83,81,97,.,98,98,103,98
Cc1nonc1C,95,89,.,100,111,107,97,101
O=C(O)c1cnnn1-c1ccc(Cl)cc1,99,96,113,92,98,100,100,95

# The list continues:
SMILES,MALME-3M,LOX IMVI,UACC-257,HS 578T,BT-549,SK-MEL-2,T-47D,UACC-62
CCn1cc(C(=O)O)c(=O)c2cc(F)c(N3CCN(CC(=O)Nc4ccc(C(C)=O)cc4)CC3)cc21,105,96,93,101,109,93,92,96
CCOC(=O)c1ccc(NC(=O)CN2C(=O)/C(=C3\SC(=S)N(CCC(=O)O)C3=O)c3ccccc32)cc1,86,88,85,99,92,100,91,92
c1ccc2nc3c(nc2c1)[nH]c1ccccc13,108,83,100,90,90,114,77,.
COc1ccc(/C=N\NC(=O)c2cnn(CC(O)c3ccccc3)c2N)cc1OCc1cccc(F)c1 (configuration not stated),89,75,98,74,107,92,36,83
COC(=O)[C@]1(C(C)C)N[C@H](c2cn(-c3ccccc3)nc2C)[C@@H]2C(=O)N(c3ccc(Cl)cc3)C(=O)[C@@H]21,98,90,113,89,90,96,103,98
CSCCC(NC(=O)c1ccccc1)C(=O)N/N=C1\S/C(=C/c2ccc(Cl)cc2)C(=O)N1C (configuration not stated),83,89,90,80,87,97,83,91
CC(C)(C)[Si](C)(C)OC1[C@@H](O[Si](C)(C)C(C)(C)C)[C@@H](CNC(=O)NC(=O)C(F)(F)F)O[C@H]1n1cnc2c(NC(=O)Nc3ccccc3)ncnc21 (some centres not stated),75,56,.,49,96,.,85,84
Oc1ccc(-c2ccccc2)cc1O,105,94,101,95,99,91,.,102
CCCCC1=C(Br)C(=O)c2ncccc2C1=O,101,95,93,104,94,111,71,93
Cc1nn(-c2ccccc2)c(Cl)c1-c1cc(-c2ccc(Cl)cc2)nc(-c2ccc(Cl)cc2)c1,105,102,105,113,111,89,102,101
CC(=O)N(CC(=O)O)c1ccccc1,122&97,95&98,100&99,91&106,111&99,107&109,95&85,91&105
C(=N\Nc1nnc2n1N=C(c1ccccc1)CS2)/c1c[nH]c2ccccc12,109,91,97,98,83,108,98,100
CN1CCOc2c1cnn(CCO)c2=O,101,96,.,115,99,75,87,104
Oc1ccc(C(O)(c2ccccc2)c2ccccc2)cc1,116,97,97,108,97,98,100,98
CC1=C([Se]CC(OC(=O)[C@@H](CO)NC(=O)OC(C)(C)C)C(=O)NCCCCCC(=O)OCc2ccccc2)C(=O)c2ccccc2C1=O (some centres not stated),-68*,-77*,-94*,2.1*,-99*,-80*,-94*,-76*
C[n+]1c2ccccc2nc2ccc(NCCO)cc21,101,91,99,83,105,102,92,84
CC(C)(C)NC(=O)c1c(-c2ccccc2)nc(SCc2cc(=O)oc3ccc(F)cc23)[nH]c1=O,98,98,87,106,105,102,85,95
NC(=O)Nc1cccc(Cl)c1,85,103,109,100,100,102,97,93
Cc1ccc(S(=O)(=O)Oc2ccc(Br)cc2)cc1,94,105,85,99,107,93,75,74
O=[N+]([O-])c1ccc(Sc2ccc([N+](=O)[O-])cc2)cc1,134,105,105,96,111,112,108,92
CS(=O)(=O)c1ccc(C(=O)N/N=C/c2ccc(Cl)cc2)cc1,113,100,.,101,110,87,104,94
O=C(NCc1ccccc1)Nc1ncccc1OCc1cccc(Cl)c1,99,.,101,105,88,88,.,81
O=[N+]([O-])c1ccc(N/N=C\c2ccccc2[N+](=O)[O-])nc1,117,105,119,98,101,96,107,97
COc1ccc(C(=O)c2cc3c(N)c(C(=O)Nc4cccc(Cl)c4C)sc3nc2C)cc1,55,22,58,15,37,37,41,32
CC(=O)Nc1ccc(C(C)(C)C)cc1,96,95,106,93,101,103,106,102

# Shown with two lines to a compound: part of the list above.
# The line under a structure holds: MALME-3M, LOX IMVI, UACC-257, HS 578T, BT-549, SK-MEL-2, T-47D, UACC-62
CSCCC(NC(=O)c1ccccc1)C(=O)N/N=C1\S/C(=C/c2ccc(Cl)cc2)C(=O)N1C (configuration not stated)
  83, 89, 90, 80, 87, 97, 83, 91
CC(C)(C)[Si](C)(C)OC1[C@@H](O[Si](C)(C)C(C)(C)C)[C@@H](CNC(=O)NC(=O)C(F)(F)F)O[C@H]1n1cnc2c(NC(=O)Nc3ccccc3)ncnc21 (some centres not stated)
  75, 56, ., 49, 96, ., 85, 84
Oc1ccc(-c2ccccc2)cc1O
  105, 94, 101, 95, 99, 91, ., 102
CCCCC1=C(Br)C(=O)c2ncccc2C1=O
  101, 95, 93, 104, 94, 111, 71, 93
Cc1nn(-c2ccccc2)c(Cl)c1-c1cc(-c2ccc(Cl)cc2)nc(-c2ccc(Cl)cc2)c1
  105, 102, 105, 113, 111, 89, 102, 101
CC(=O)N(CC(=O)O)c1ccccc1
  122&97, 95&98, 100&99, 91&106, 111&99, 107&109, 95&85, 91&105
C(=N\Nc1nnc2n1N=C(c1ccccc1)CS2)/c1c[nH]c2ccccc12
  109, 91, 97, 98, 83, 108, 98, 100
CN1CCOc2c1cnn(CCO)c2=O
  101, 96, ., 115, 99, 75, 87, 104
Oc1ccc(C(O)(c2ccccc2)c2ccccc2)cc1
  116, 97, 97, 108, 97, 98, 100, 98
CC1=C([Se]CC(OC(=O)[C@@H](CO)NC(=O)OC(C)(C)C)C(=O)NCCCCCC(=O)OCc2ccccc2)C(=O)c2ccccc2C1=O (some centres not stated)
  -68*, -77*, -94*, 2.1*, -99*, -80*, -94*, -76*
C[n+]1c2ccccc2nc2ccc(NCCO)cc21
  101, 91, 99, 83, 105, 102, 92, 84
CC(C)(C)NC(=O)c1c(-c2ccccc2)nc(SCc2cc(=O)oc3ccc(F)cc23)[nH]c1=O
  98, 98, 87, 106, 105, 102, 85, 95
NC(=O)Nc1cccc(Cl)c1
  85, 103, 109, 100, 100, 102, 97, 93
Cc1ccc(S(=O)(=O)Oc2ccc(Br)cc2)cc1
  94, 105, 85, 99, 107, 93, 75, 74
O=[N+]([O-])c1ccc(Sc2ccc([N+](=O)[O-])cc2)cc1
  134, 105, 105, 96, 111, 112, 108, 92
CS(=O)(=O)c1ccc(C(=O)N/N=C/c2ccc(Cl)cc2)cc1
  113, 100, ., 101, 110, 87, 104, 94
O=C(NCc1ccccc1)Nc1ncccc1OCc1cccc(Cl)c1
  99, ., 101, 105, 88, 88, ., 81

# (next part)
SMILES,MALME-3M,LOX IMVI,UACC-257,HS 578T,BT-549,SK-MEL-2,T-47D,UACC-62
CCCCCOC(=O)Cc1c[nH]c2ccccc12,105,101,110,.,114,136,104,103
CN(C)c1ccc(/C=C(\C#N)C(=O)c2ccccc2)cc1Br,88,94,104,100,98,105,86,105
C#CCOc1ccccc1C(Nc1ccccc1F)c1nnnn1C1CCCCC1 (configuration not stated),100,86,99,88,95,94,88,61
c1ccc(CC2CCc3ccccc32)nc1 (configuration not stated),94,99,100,97,99,99,87,99
O=C(Cn1c(CO)nc2ccccc21)N1N=C(c2ccc(Cl)cc2)CC1c1ccco1 (configuration not stated),116,104,88,102,109,105,101,71
CC1(C)CN=C(Cc2ccccc2)NC1,94,92,104,92,68,123,98,98
O=S(=O)(O)Cc1cccc2ccccc12,107,101,93,.,102,107,93,93
CCC(C)C1NC(=O)C(CC(C)C)NC(=O)C(C)NC(=O)C(C(C)C)NC(=O)C(CCCCN)NC(=O)C(CC(C)C)NC(=O)C(C(C)C)NC(=O)[C@H](C)NC(=O)C(C(C)CC)NC(=O)C(CCCN=C(N)N)NC(=O)C(CCCCN)NC(=O)C(CCCN=C(N)N)NC(=O)C(CCCCN)NC(=O)C([C@H](C)CC)NC(=O)C(CCCCN)NC1=O (some centres not stated),15,35,1.3*,39,14,37,.,21
Clc1ccc(-c2noc(CN3CCOCC3)n2)cc1,93,104,93,103,93,.,104,102
CCOC(=O)CC(=O)c1cccnc1,111,96,103,110,106,102,97,103
O=C(NCCNc1cc(-c2cn(-c3ccccc3)nc2-c2cccc(O)c2)ccn1)c1ccc(F)cc1,58,49,45,34,29,84,20,44
CCOC(=O)CSc1nnc(-c2cc3c([nH]c4ccccc43)c(-c3cccc(O)c3)n2)n1-c1ccc(C)cc1,80,33,91,59,101,38,-5.3*,85
Cc1ccoc1C(=O)O,102,102,85,89,104,99,88,96
CC(=O)Nc1ccc(C)cc1,106,96,101,.,109,112,98,100
O=P(c1ccccc1)(c1ccccc1)C(O)c1cccs1 (configuration not stated),98,102,116,107,96,107,104,110
COc1cc(C2=Nc3c(N)ncnc3NC(c3cccc(Nc4ccnc5cc(Cl)ccc45)c3)C2)cc(OC)c1OC (configuration not stated),92,91,95,81,110,91,89,86
O=C(Nc1cccc(Cl)c1)Nc1cc2ncncc2cc1OCc1cccc(F)c1,11,21,-34*,46,45,-24*,-5.2*,-18*
CCC(/C=C\C(C)C1CCC2C3CC=C4CC(OC(C)=O)CCC4(C)C3CCC12C)C(C)C (configuration not stated),112,102,112,102,100,111,101,102
CCN(CC)c1cc(C(=O)O)cc(Cl)n1,126,97,105,102,112,131,93,104
CCOC(=O)/C(=C/c1ccc(N(C)C)cc1)C(=O)c1ccccc1,105,86,.,170,91,.,85,81

# High-throughput results as filed in PubChem.
